OX1R antag-1 – OX1R (HCRTR1) antagonists, primary screen, fluorescence, CHO/OX1R cells, Fluo-8 calcium, orexin A; inhibition, % at 5 µM; AID 434989, 2010; 330,000 compounds, 0.43% hits; Fluo-8 calcium fluorescence;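 active = inhibition above its plate's threshold, mean inhibition of all tested compounds on the plate plus 3 SD, cut at about 37% in these data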;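 note: 0% = orexin A challenge wells and 100% = SB-334867-A antagonist wells; not every result past the cut was called active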
Target sequence (O43613 whole entry, looked up): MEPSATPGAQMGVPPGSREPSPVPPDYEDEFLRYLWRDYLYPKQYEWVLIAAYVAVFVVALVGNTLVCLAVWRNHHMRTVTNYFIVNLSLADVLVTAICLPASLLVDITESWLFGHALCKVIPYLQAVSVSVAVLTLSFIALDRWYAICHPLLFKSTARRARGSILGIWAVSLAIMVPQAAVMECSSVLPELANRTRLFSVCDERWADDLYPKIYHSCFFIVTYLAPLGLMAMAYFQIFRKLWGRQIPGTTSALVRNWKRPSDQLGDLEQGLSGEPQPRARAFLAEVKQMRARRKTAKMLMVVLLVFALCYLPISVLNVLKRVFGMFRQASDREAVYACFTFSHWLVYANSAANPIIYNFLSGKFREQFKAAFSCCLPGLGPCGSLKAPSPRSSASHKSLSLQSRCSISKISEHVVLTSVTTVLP
OX1R antag-2 – antagonists of human orexin 1 receptor (OX1R). Orexin/Hypocretin receptor type 1 (Homo sapiens), O43613. OX1R-expressing cells, FRET antagonist read-out. inhibition, % at 6.6 µM. 330,000 compounds, 1.8% hits. AID 485270, 2010; in the data active = inhibition mostly above about 38%, no sharp cut-off; inactive = mostly below about 40%;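 note: 0% = agonist challenge alone and 100% = reference antagonist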
* = called active by the depositor.

SMILES	OX1R antag-1	OX1R antag-2
COc1ccccc1CCNC(=O)c1c(C)nn(CC(C)C)c1Cl	-17	16
C=CCN1C(=O)/C(=C\c2ccc(C)cc2)N=C1SCC(=O)NCCC	-23	1
Cc1cc(Nc2ccc([N+](=O)[O-])cc2)c2ccccc2n1	-19	17
COC(=O)c1sccc1NC(=O)CSc1ccccc1NC(=O)CNC(C)C	-44	16
COc1ccc(Cn2cc(C(=O)c3ccccc3)c(=O)c3cc(OC)ccc32)cc1	-12	17
O=C(c1ccco1)N1CCN(C(=O)c2cc3c(=O)oc4ccccc4c3s2)CC1	-3	4
C=CCC[C@@H](Cc1ccc(F)cc1)C(=O)OC[C@@H](Cc1ccccc1)NC(=O)[C@@H](CC=C)CC(=O)N[C@@H](CO)Cc1ccccc1	-22	8
CC(=O)c1ccc(OC2OCCOC2Oc2ccc(C(C)=O)cc2)cc1 (stereo unspecified)	-18	14
CCn1c(SCc2ccc(C(=O)OC)o2)nnc1-c1c[nH]c2ccccc12	-6	13
O=C(NN1C(=O)c2ccc(-c3ccc4c(c3)C(=O)N(NC(=O)c3cccnc3)C4=O)cc2C1=O)c1cccnc1	-9	92*
O=C(Nc1ccccc1)C1CCCN1C(=O)Nc1ccccc1[N+](=O)[O-] (stereo unspecified)	-13	44
N#C/C(=C\c1c[nH]c2ccccc12)C(=O)NC1CCCC1	-8	43
Cc1cc(OCCn2cc(/C(N)=N/O)c3ccccc32)ccc1Cl	-22	15
CCOC(=O)Cc1nn(Cc2nc(-c3ccc(C)cc3)cs2)c(=O)c2ccccc12	-29	11
CC(Oc1cccnc1[N+](=O)[O-])C(=O)Nc1cccc(Cl)c1 (stereo unspecified)	-19	4
COc1ccc(Cl)cc1NC(=O)NC(C)C(C)(C)C (stereo unspecified)	-28	36
O=C1Nc2ccc(Cl)cc2[C@@](C#CC2CC2)(C(F)(F)F)O1	14	20
Cc1ccccc1CN1[C@@H](CC2CCCCC2)COCCS1(=O)=O	-33	68*
Cc1ccc(-n2[nH]c(=O)c3cccnc32)cc1	-12	13
c1cc[n+](CCCC[n+]2ccccc2)cc1	5	0
O=C(Nc1cc(C(F)(F)F)ccc1N1CCCCC1)c1ccc(Br)o1	-22	5
COCCCn1c(=O)c2ccccc2n(Cc2ccc(C)cc2)c1=O	-29	23
CCN(CC)C(=O)Cc1c(O)c2ccccc2[nH]c1=O	-3	13
O=C(CN1C(=O)COc2ccc(S(=O)(=O)N3CCCC3)cc21)NC1CC1	-9	7
CCOc1ccccc1NC(=S)Nc1ccc(S(N)(=O)=O)cc1	-7	15

(next part)
SMILES	OX1R antag-1	OX1R antag-2
Cc1ccccc1N(C(=O)c1csnn1)C(C(=O)NC1CCCC1)c1ccncc1 (stereo unspecified)	-6	-8
COc1ccc(OCCC(=O)NC2CCCCC2)cc1	-15	35
Cc1nnc2ccc(N3CCN(c4cccc(C(F)(F)F)c4)CC3)nn12	-14	12
Cc1cc(NC(=O)c2ccc(S(=O)(=O)N(C)CC3CCCO3)cc2)no1 (stereo unspecified)	3	7
Cc1ccc2[nH]c(=O)c3cc(C(=O)N4CCN(C(=O)c5ccco5)CC4)sc3c2c1	-20	7
CC(C)CC1(C)NC(=O)N(CC(=O)Nc2ccc3c(c2)CCC3)C1=O (stereo unspecified)	-8	16
CC(=O)Nc1ccc(CC(=O)NCCC(c2ccccc2)c2ccccc2)cc1	-12	23
CCOC(=O)c1ccc(NC(=O)CSc2nccn2C)cc1	-32	15
C=C1CCN([C@H](C(=O)NCc2ccc(Cl)c(Cl)c2)C(C)C)S(=O)(=O)c2ccccc21	-1	17
CCn1c(C)nc2cc(C(=O)N/N=C/c3ccccc3)ccc21	-7	8
CCOC(=O)c1ccc(-n2cccc2/C=C2\NC(=O)NC2=O)cc1	-5	12
O=C1C2C(C(=O)N1CC1CCCO1)C1C=CC2C12CC2 (stereo unspecified)	1	5
CCOC(=O)c1sc2nc(N3CCOCC3)c3c(c2c1N)CCCC3	-39	-3
Cc1[nH]c2ccccc2c1CCN(Cc1cccnc1)C(=S)Nc1ccc(F)cc1	-18	14
CCCCNC(=O)C1CCCN1C(=O)NC1CCCCC1 (stereo unspecified)	-5	7
COCCCN1C(=O)C(=O)/C(=C(/O)c2ccc(OC)cc2)C12C(=O)N(C)c1ccccc12 (stereo unspecified)	-18	9
O=C(CNC(=S)NC(=O)c1ccccc1)c1ccccc1	-21	28
CC1CC(C)CN(C(=O)CCNS(=O)(=O)c2cccs2)C1 (stereo unspecified)	-10	14
CCC(=O)N1CCc2cc(S(=O)(=O)N3CCCCCC3)ccc21	-3	18
C#CCOCCOCCOCCNc1nc(N2CCN(C(=O)[C@H](CCCCN)n3cc([C@@H](N)[C@H](C)CC)nn3)CC2)nc(N2CCN(C(=O)[C@H](CCC(=O)O)n3cc([C@@H](N)CCSC)nn3)CC2)n1	-8	-1
COc1ccc(N2CCN(C(=O)c3cccc(S(=O)(=O)N4CCCc5ccccc54)c3)CC2)cc1	-8	6
COc1ccc(-c2cc(C)no2)cc1S(=O)(=O)Nc1ccccc1	-7	6
COC(CNC(=O)CC1C(=O)N(Cc2ccccc2)C(C)c2nc3ccccc3n21)OC (stereo unspecified)	-29	4
COc1ccc(OCCCC(=O)NNC(=O)CCN2CCN(c3ccccc3)CC2)cc1	-9	3
CC1CC(=O)N(CC(=O)Nc2ccc(F)cc2)c2ccccc2S1(=O)=O (stereo unspecified)	-17	5

Fetched one by one from the list above, 6 records:
SMILES	OX1R antag-1	OX1R antag-2
COC(CNC(=O)CC1C(=O)N(Cc2ccccc2)C(C)c2nc3ccccc3n21)OC (stereo unspecified)	-29	4
Cc1ccccc1N(C(=O)c1csnn1)C(C(=O)NC1CCCC1)c1ccncc1 (stereo unspecified)	-6	-8
Cc1cc(NC(=O)c2ccc(S(=O)(=O)N(C)CC3CCCO3)cc2)no1 (stereo unspecified)	3	7
C#CCOCCOCCOCCNc1nc(N2CCN(C(=O)[C@H](CCCCN)n3cc([C@@H](N)[C@H](C)CC)nn3)CC2)nc(N2CCN(C(=O)[C@H](CCC(=O)O)n3cc([C@@H](N)CCSC)nn3)CC2)n1	-8	-1
CCn1c(C)nc2cc(C(=O)N/N=C/c3ccccc3)ccc21	-7	8
COc1ccc(N2CCN(C(=O)c3cccc(S(=O)(=O)N4CCCc5ccccc54)c3)CC2)cc1	-8	6

Later entries.
SMILES	OX1R antag-1	OX1R antag-2
CCCOc1ccc(/C(O)=C2/C(=O)C(=O)N(CCCn3ccnc3)C2c2ccco2)cc1 (stereo unspecified)	-7	12
CCc1nnc(NC(=O)c2ncc(Cl)c(Cl)c2Cl)s1	-16	9
C#CCn1c(=NC(=O)c2ccc(Cl)s2)sc2cccc(OC)c21	-12	6
CCOC(=O)Cc1csc(NC(=S)NC(=O)c2ccc([N+](=O)[O-])cc2)n1	-19	26
Cc1cc(NS(=O)(=O)c2ccc(NC(=O)C(C)Oc3cc(C)c(Cl)c(C)c3)cc2)no1 (stereo unspecified)	-5	33
Cc1cc(C)cc(OCC(=O)N2N=C(C(F)(F)F)CC2(O)C(C)(C)C)c1 (stereo unspecified)	8	8
OC(COc1ccc(CNCc2cccnc2)cc1)CN1CCc2ccccc2C1 (stereo unspecified)	-16	8
Cc1ccc(F)cc1NC(=O)c1c(-c2ccccc2)noc1C	-26	5
NC(=O)C1(N2CCCCC2)CCN(Cc2ccc(F)cc2)CC1	-2	21
CCCC(=O)NC(C)c1nc2ccccc2n1C (stereo unspecified)	-8	7
O=C(Cn1cncn1)N/N=C/c1ccncc1	-25	-2
COc1ccc2cc(C3(C)NC(=O)N(CC(=O)Nc4c(C)n(C)n(-c5ccccc5)c4=O)C3=O)ccc2c1 (stereo unspecified)	-31	15
O=C(CCCl)N(Cc1nc2ccccc2c(=O)[nH]1)Cc1cccs1	6	19
Cc1cc(C)c2c(c1)/C(=c1/sc3n(c1=O)CN(c1ccccc1)CN=3)C(=O)N2	-2	6
Cn1c(Cc2ccccc2)nnc1SCC(=O)c1cccs1	-17	21
CCn1cc(C(=O)NCCCN2CCCCCC2)c(=O)c2cc(S(=O)(=O)N3CCc4ccccc4C3)ccc21	-61	15
CCNC(=O)C12CCC(C)(C(=O)C1Br)C2(C)C (stereo unspecified)	-7	20
CCc1cccc(C)c1NC(=O)CN1C(=O)NC(Cc2ccccc2)C1=O (stereo unspecified)	-13	11
CCn1c(/C=C/Nc2ccccc2)[n+](CC)c2ccc(Cl)cc21	-7	9
CCC1Oc2ccccc2N(CC(=O)NCCCN2CCC(C)CC2)C1=O (stereo unspecified)	-11	7
C=C(C)[C@H]1CC=C(C)C(=O)C1	-6	2
COc1ccc(C(=O)OC(C)C(=O)Nc2cc(C(F)(F)F)ccc2Cl)c(OC)c1OC (stereo unspecified)	-37	15
Fc1ccccc1CSc1nnc(-c2ccccc2)o1	-34	22
COc1ccc(-c2noc(N3CCC(C(=O)Nc4ccccc4OC)CC3)n2)cc1	-15	14
O=C(Nn1cnnc1)C(c1ccccc1)c1ccccc1	2	17

Quoted from above, 2 compounds:
SMILES	OX1R antag-1	OX1R antag-2
COc1ccccc1CCNC(=O)c1c(C)nn(CC(C)C)c1Cl	-17	16
C=CCN1C(=O)/C(=C\c2ccc(C)cc2)N=C1SCC(=O)NCCC	-23	1

More records:
SMILES	OX1R antag-1	OX1R antag-2
COc1cc(NC(=O)c2ccc(N)nc2)cc(C(=O)Nc2cccc(C(F)(F)F)c2)c1	-37	21
CNC(=O)c1nn(-c2ccc(Cl)cc2)ccc1=O	-7	4
C/C(N)=C(/C#N)C(=O)COC(=O)CNC(=O)c1ccc(Cl)cc1Cl	-24	7
CC(=O)c1ccc(NC(=O)CN2CCC(C(=O)c3ccc(F)cc3)CC2)cc1	-17	19
COc1cccc(NC(=O)NC2CC(=O)N(c3ccc4c(c3)OCCO4)C2)c1 (stereo unspecified)	-9	0
CC1=CC(C#N)(C#N)C(C#N)(C#N)C(c2ccccc2)N1 (stereo unspecified)	-4	14
Cc1ccccc1N1CC(C(=O)Nc2ccc3c(c2)OCO3)CC1=O (stereo unspecified)	-9	4
COc1ccc(Cl)cc1S(=O)(=O)N1CCCC(C(=O)N2CCCC2)C1 (stereo unspecified)	-5	5
NC(=O)c1cc([N+](=O)[O-])ccc1NCCN1C(=O)c2ccc(C(=O)O)cc2C1=O	-5	49
CCOC(=O)c1c(CC(C)C)csc1NC(C)=O	-24	13
O=c1[nH][nH]c(-c2ccccc2)c1C=Nc1ccc(C(F)(F)F)cc1	-2	-2
CC1(C)CC(=O)C(CC2=C(N)CC(C)(C)CC2=O)=C(N)C1	-9	-7
CCCCC(=NCCc1c(C)[nH]c2ccccc12)C1=C(O)CC(c2ccccc2)CC1=O (stereo unspecified)	-34	38
O=C(CCCSc1nc2ccccc2[nH]1)NC1CCCCC1	-9	19
COc1cccc(/C=C/C(=O)OCC(=O)c2c[nH]c3ccccc23)c1OC	-2	30
Cc1ccc(C)c(N2CCN(C(c3ccncc3)c3nnnn3Cc3ccccc3)CC2)c1 (stereo unspecified)	-23	4
COc1ccc(N(C)S(=O)(=O)c2cccc(C(=O)Nc3cccc(C(=O)NC4CC4)c3)c2)cc1	-5	8
O=C1c2ccccc2C(=O)N1c1ncccn1	-1	6
O=C(/C=C/c1ccccc1)CC(O)(c1ccccc1)C(F)(F)C(F)F (stereo unspecified)	5	20
COc1ccc(C(=O)NCc2nnc(SC)n2C2CCCCC2)cc1	-23	13
CCn1c(CNc2ccc(OC)cc2)nnc1SCC(=O)N1CCCc2ccccc21	-28	1
CCOc1cccc(C(=O)Nc2ccc3[nH]ncc3c2)c1	12	10
O=C(CN1CCN(c2ccccc2F)CC1)c1c[nH]c2ccc(F)cc12	-21	13
CSC1=C(C#N)C(CC(C)C)C(C(C)=O)=C(C)N1 (stereo unspecified)	-8	19
Cc1nn(-c2ccccc2)c(C)c1-c1ccccc1O	-13	5

Overlap with the part before: 7 entries, followed by the next part.
SMILES	OX1R antag-1	OX1R antag-2
O=C(/C=C/c1ccccc1)CC(O)(c1ccccc1)C(F)(F)C(F)F (stereo unspecified)	5	20
COc1ccc(C(=O)NCc2nnc(SC)n2C2CCCCC2)cc1	-23	13
CCn1c(CNc2ccc(OC)cc2)nnc1SCC(=O)N1CCCc2ccccc21	-28	1
CCOc1cccc(C(=O)Nc2ccc3[nH]ncc3c2)c1	12	10
O=C(CN1CCN(c2ccccc2F)CC1)c1c[nH]c2ccc(F)cc12	-21	13
CSC1=C(C#N)C(CC(C)C)C(C(C)=O)=C(C)N1 (stereo unspecified)	-8	19
Cc1nn(-c2ccccc2)c(C)c1-c1ccccc1O	-13	5
COc1ccc(C(CC(=O)O)NC(=O)C(c2ccccc2)c2ccccc2)cc1 (stereo unspecified)	-4	9
CC(=O)OC(C(=O)Nc1nccs1)c1ccccc1 (stereo unspecified)	3	37
Cc1cccc(COc2ccccc2C(=O)N(C)CC(=O)Nc2cccc(F)c2)c1	-12	14
CC1(C)CC(NC(=O)Cc2ccccc2)CC(C)(C)N1	3	2
Fc1cccc(Cc2noc(CN3CCC(c4ccncc4)CC3)n2)c1	-12	8
CCOC(=O)c1ccc(NC(=S)N(CCCN2CCCCCC2)Cc2ccco2)cc1	-27	16
O=C(Cc1cccs1)NCc1ccc(Cl)cc1	-5	7

3 of the compounds above, with bars between the fields.
Structure | OX1R antag-1 | OX1R antag-2
CC1(C)CC(NC(=O)Cc2ccccc2)CC(C)(C)N1 | 3 | 2
Fc1cccc(Cc2noc(CN3CCC(c4ccncc4)CC3)n2)c1 | -12 | 8
CCOC(=O)c1ccc(NC(=S)N(CCCN2CCCCCC2)Cc2ccco2)cc1 | -27 | 16

Screening data deposited in PubChem by The Scripps Research Institute Molecular Screening Center.
